PDI turbidity – blocks human protein disulfide isomerase activity | P07237 | PDI insulin aggregation turbidity, A650, 90 min | inhibition, % at 10 µM | 0.052% of 350,000 active | AID 588391;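 active = mean inhibition across replicates of 30% or more, whatever share of single replicates reach that level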;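 also: absorbance from insulin aggregation driven by PDI reduction with DTT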
MITF TRPM1 inh – inhibitors of MITF-driven TRPM1 promoter in melanoma cells | inhibition, % at 12.5 µM | AID 488899 | SK-MEL-5 TRPM1 promoter luciferase, 24 h | 0.83% of 330,000 active;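 active = mean inhibition across replicates of 60% or more, whatever share of single replicates reaches that level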; also: values of inactives mirror those of a sister screen read the other way
Cardio protect – modulators protecting cardiomyocytes from myocardial damage | AID 588492 | H9c2 cardiomyocytes, H2O2 injury protection, ATPLite, 2 h | 0.63% of 360,000 active | protection from H2O2 cell death, % at 20 µM;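 active = compounds giving at least 50% protection of heart cells from peroxide-induced death in the single-dose screen, raw or plate-pattern-corrected value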;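 also: 0% = DMSO wells with peroxide and 100% = DMSO wells without peroxide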
HTR2A ag – mouse HTR2A agonism via beta-arrestin recruitment. P35363. CHO-K1 mHTR2A beta-arrestin complementation, luminescence; percent of 30 µM serotonin response. activation, % at 7.6 µM. 0.66% of 360,000 active. AID 624169;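 active = activation above a run cutoff, the mean activation of all tested compounds plus 3 SD, cut at about 14% in these data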;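 also: 0% = plate median of compound wells and 100% = 30 µM serotonin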
Target sequence (P35363 whole entry, looked up): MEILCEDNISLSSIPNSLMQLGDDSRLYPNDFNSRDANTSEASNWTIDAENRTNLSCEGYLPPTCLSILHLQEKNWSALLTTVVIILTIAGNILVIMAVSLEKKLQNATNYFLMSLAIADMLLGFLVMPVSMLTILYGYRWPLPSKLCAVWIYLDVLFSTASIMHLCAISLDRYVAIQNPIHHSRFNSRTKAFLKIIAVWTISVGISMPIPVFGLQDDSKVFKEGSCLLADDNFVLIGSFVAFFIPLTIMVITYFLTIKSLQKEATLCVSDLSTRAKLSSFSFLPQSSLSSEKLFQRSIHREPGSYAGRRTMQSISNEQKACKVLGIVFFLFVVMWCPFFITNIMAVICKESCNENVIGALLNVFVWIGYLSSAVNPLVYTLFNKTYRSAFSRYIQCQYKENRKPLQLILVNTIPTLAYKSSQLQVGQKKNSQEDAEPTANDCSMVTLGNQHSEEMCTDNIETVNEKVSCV
HIF-2a inh – inhibitors of HIF-2a; inhibition, % at 18.8 µM; AID 624352; 786-0 RCC cells HIF-2a reporter, luciferase luminescence, overnight; 0.72% of 360,000 active;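 active = inhibition of the luminescence signal of 40% or more relative to plate controls, in a single-dose primary screen at 18.75 µM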
NR2E3 ag-1 – activates human photoreceptor nuclear receptor NR2E3; Q9Y5X4; GST-NR2E3/biotin-RetCOR TR-FRET, 1536-well; inhibition of corepressor binding, % at 4.78 µM; 0.12% of 320,000 active; AID 2300;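 active = percent inhibition above the cutoff of mean plus 3 SD of all tested compounds, set per screening campaign, cut at about 20% in these data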;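 also: 0% = DMSO wells and 100% = biotin wells as full block of FRET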
Target sequence (Q9Y5X4 whole entry, looked up): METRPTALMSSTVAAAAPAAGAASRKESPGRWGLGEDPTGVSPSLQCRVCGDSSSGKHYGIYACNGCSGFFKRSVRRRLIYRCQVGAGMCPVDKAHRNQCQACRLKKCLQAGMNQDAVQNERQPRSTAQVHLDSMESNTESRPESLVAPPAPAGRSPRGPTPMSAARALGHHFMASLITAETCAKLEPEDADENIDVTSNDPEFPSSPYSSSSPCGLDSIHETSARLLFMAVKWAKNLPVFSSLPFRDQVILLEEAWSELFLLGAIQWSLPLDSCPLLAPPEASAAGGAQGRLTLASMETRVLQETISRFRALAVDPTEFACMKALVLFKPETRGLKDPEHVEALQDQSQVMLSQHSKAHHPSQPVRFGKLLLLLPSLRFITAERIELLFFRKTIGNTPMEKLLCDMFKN
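Test system: GST-NR2E3 and biotin-RetCOR proteins | Quantity: 1.35 nM GST-tagged NR2E3 final | Medium: Tris pH 7.5 | Also added: 7 nM biotin-RetCOR | Dosing: Compound at 4.8 µM, single dose | Timing: 5 h at 4 °C | Detection: Time-resolved FRET | Read-out basis: Percent inhibition | Benchmarks: Biotin wells as high control, 0.6% DMSO wells as low control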
Shn3 inh set2 – Schnurri-3 reporter inhibition in Clone20 osteoblasts; AID 588674; inhibition, % at 12.5 µM; Clone20 osteoblast Shn3 3'UTR firefly luciferase, 24 h; 0.52% of 360,000 active;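 active = mean inhibition of at least 75% with every replicate also reaching 75%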;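 also: 0% = median of neutral control wells and 100% = pilot-screen positive control compound; some compounds past the cut are filed as inactive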
iPSC survival up – hiPSC single-cell survival enhancement; ATPlite luminescence; 100% = ROCK inhibitor wells, 0% = DMSO; survival enhancement, % at 20 µM; 0.044% of 360,000 active; in the data active = survival enhancement above about 18%;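 also: cells exposed to compounds for 16 hours before the ATP read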
CaV13 FRET inh – Disruptors of the CACNA1D IQ motif to Ca2+-dependent inactivation inhibitor domain association, primary screening, Förster resonance energy transfer in intact living …. inhibition, % at 12.3 µM. HEK cells, CFP/YFP FRET ICDI-IQ, plate reader, 10 min; percent FRET-ratio fall versus neutral wells. 0.098% of 340,000 active;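 active = mean replicate inhibition of at least 30% and at least 1% of replicates passing that level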;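 also: 0% = median of the neutral control wells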
Peg3 prom inh – inhibitors of Peg3 promoter. 1.7% of 360,000 active. inhibition, % at 20 µM. HeLa PEG-Prom luciferase reporter, luminescence, overnight;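 active = inhibition of at least 50% at 20 µM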
NR2E3 ag-2 – human photoreceptor-specific nuclear receptor agonism; Q9Y5X4; CHO-S Gal4-NCOR/VP16-NR2E3 two-hybrid, luciferase; inhibition of corepressor binding, % at 3.98 µM; 0.35% of 360,000 active; AID 602229;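 active = inhibition above the mean of all tested compounds plus 3 SD, cut at about 70% in these data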;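 also: 0% = DMSO with NR2E3 transfected cells and 100% = cells lacking NR2E3 construct; higher means lower luciferase signal from less NR2E3 corepressor binding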
The depositor's hits bear a star; . = no result given. Outcome played no part in choosing rows (roughly 3.9% active in at least one column).

SMILES	PDI turbidity	MITF TRPM1 inh	Cardio protect	HTR2A ag	HIF-2a inh	NR2E3 ag-1	Shn3 inh set2	iPSC survival up	CaV13 FRET inh	Peg3 prom inh	NR2E3 ag-2
CC1CN=C(N(C(=O)Nc2ccccc2)c2ccc(S(=O)(=O)N3CCOCC3)cc2)S1 (stereo not drawn)	9	-10	-4	12	-20	0	12	3.1	-7	-8	-20
CCOC(=O)N1CCN(CCC(=O)c2ccc(Cl)cc2)CC1	-3	18	-28	6	12	-1	-6	-2.2	-2	17	-19
Cc1ccc(Nc2ncnc3sc(C)c(C)c23)cc1	-9	-37	-7	-2	-270	-3	-61	0.0	.	-172	-69
CN(C(=O)CN1C(=O)/C(=C/c2ccc(Cl)cc2)SC1=S)C1CCS(=O)(=O)C1 (stereo not drawn)	-12	-25	-5	-6	-14	0	-12	-0.7	-4	-8	-7
c1coc(-c2ccc3nncn3c2)c1	11	.	0	5	8	.	10	1.1	-5	-10	-43
Cc1ccc2nc(N(CCN3CCOCC3)C(=O)CCS(=O)(=O)c3ccccc3)sc2c1	7	-63	-2	-6	-143	1	-23	1.1	-2	-141	-104
CCOc1ccc(-c2nc(-c3cccnc3)no2)cc1	-5	-23	-30	11	-60	2	-22	-2.8	.	-104	-140
CN1CCN(C(=O)c2ccc3c(=O)n(CCc4ccccc4)c(=S)[nH]c3c2)CC1	0	3	10	-6	-13	-1	-21	-2.7	-5	18	3
Cc1ccc(C)c(NC(=O)COc2coc(CN3CCc4ccccc43)cc2=O)c1	0	24	6	-4	22	0	19	-0.5	-2	19	-15
Cc1cc(Cl)ccc1OCCCC(=O)OCC(=O)c1c(N)n(C)c(=O)n(C)c1=O	7	-1	0	-1	17	5	1	-0.1	3	14	-8
CC1CCCC(C)N1CC(O)COCC1COc2ccccc2O1 (stereo not drawn)	11	3	0	0	4	1	-7	0.2	-1	11	-14
Cc1ccc([C@@H]2[C@@H]3C(=O)N(C)C(=O)[C@@H]3[C@]3(Cc4ccccc4)C(=O)N(Cc4ccccn4)CC(=O)N23)o1	2	-8	4	9	3	1	-4	-0.9	-10	2	0
Cc1cccc(N(C(=O)CCC(=O)Nc2ccccn2)C(C(=O)NC(C)C)c2ccc(F)cc2)c1 (stereo not drawn)	1	8	0	-2	8	4	-5	0.7	-1	18	9
CCCOc1ccc(C(=O)Nc2cc(S(=O)(=O)N3CCOCC3)ccc2N2CCN(CC)CC2)cc1OC	1	-5	4	-4	16	.	-8	-0.4	-5	-23	-21
Oc1ccc(/C=N/n2c3ccccc3c3ccccc32)cc1	1	15	-24	0	-28	-1	2	14	-5	-2	-2

Reprinted from the part before: 2 compounds, then new ones.
SMILES	PDI turbidity	MITF TRPM1 inh	Cardio protect	HTR2A ag	HIF-2a inh	NR2E3 ag-1	Shn3 inh set2	iPSC survival up	CaV13 FRET inh	Peg3 prom inh	NR2E3 ag-2
CCCOc1ccc(C(=O)Nc2cc(S(=O)(=O)N3CCOCC3)ccc2N2CCN(CC)CC2)cc1OC	1	-5	4	-4	16	.	-8	-0.4	-5	-23	-21
Oc1ccc(/C=N/n2c3ccccc3c3ccccc32)cc1	1	15	-24	0	-28	-1	2	14	-5	-2	-2
O=C(NC(=O)c1c(Cl)cccc1Cl)Nc1ccc(Oc2cccnc2)nc1	4	-1	2	-3	1	-6	10	0.2	-4	12	14
O=C(NCc1ccc(F)cc1)c1ccc(CS(=O)(=O)Cc2ccc(F)cc2)o1	-7	11	-12	-5	7	2	14	-0.2	.	21	6
O=c1c(Cl)c(N2CCN(S(=O)(=O)c3ccccc3)CC2)cnn1-c1ccccc1	5	3	-3	0	13	-3	10	-0.6	-8	-6	1
COc1ccc(NS(=O)(=O)c2cccc(-c3nnc4n3CCCCC4)c2)cc1	7	7	2	1	-1	1	-8	-1.7	.	-1	-7
CCOc1cc(N2CCOCC2)c(OCC)cc1NC(=O)CCC1CCCC1	-5	-14	16	2	3	-1	5	-0.2	-5	15	-2
CCC(c1nnnn1Cc1ccc(F)cc1)N1CCN(C)CC1 (stereo not drawn)	8	10	3	0	4	-2	5	2.7	-2	-96	-8
O=C(NC1=NCCS1)c1cccc(S(=O)(=O)N2CCOCC2)c1	2	-12	12	14	9	3	4	0.0	-2	1	-5
COc1cccc(OC)c1C(=O)Nc1cc(C)on1	-2	-1	13	3	21	1	-3	-2.3	.	10	9
COc1ccc(Cl)cc1C(=O)NCc1ccco1	-5	-2	-6	1	-23	5	4	0.0	-2	-10	-1
Cc1[nH]c(C)c(S(=O)(=O)NCc2ccco2)c1C(=O)N1CCCCC1	1	1	2	1	6	-2	12	-0.3	-5	-2	-3
CN(C)C=Nc1ncc2c([nH]c3ccccc32)c1C#N	25	-31	-6	6	-177	-2	-39	-0.8	.	-141	-95
CC(CC(=O)Nc1ccc(Cl)c(S(=O)(=O)N2CCOCC2)c1)c1ccccc1 (stereo not drawn)	-4	31	-11	-9	10	.	82	0.4	-15	12	18
CN(Cc1ccccc1)S(=O)(=O)c1ccc(Cl)c(C(=O)NCc2ccc3c(c2)OCO3)c1	-4	-4	-3	-5	20	-4	11	-0.2	-6	26	-12
CCN1C(=O)c2ccccc2Sc2ccc(C(=O)NC(C)C)cc21	-1	3	3	6	11	2	9	-0.1	-19	6	-17
O=C1Nc2ccccc2/C1=N\c1sc2c(c1C(=O)Nc1ccccc1)CCCC2	-7	11	1	-1	-45	-2	-3	-0.4	-5	-11	-53
COc1ccc(NC(=S)NNC(=O)Cn2nc(C(F)F)cc2C(F)F)cc1	4	-5	1	-1	9	0	3	5.0	-18	14	-4
Cc1cccc(OC(=O)c2ccc3nccnc3c2)c1	1	6	11	1	1	3	-3	-1.0	-5	5	5
COc1ccc(CCC(=O)NNC(=O)c2cc(Cl)ccc2OC)cc1OC	2	2	-4	0	10	0	-8	-0.4	-2	15	-8
O=C(c1cn(-c2ccccc2)nc1-c1cccs1)N1CCN(c2ccccc2)CC1	7	15	-8	-3	-44	3	-55	-1.7	.	-12	-74
CCc1c(C)nc2c(-c3ccccc3)c[nH]n2c1=O	6	-1	17	3	5	0	0	-0.4	-3	8	8
O=C1OCC2=C1C(c1ccc(F)cc1)c1cc3c(cc1N2)OCO3 (stereo not drawn)	-3	48	-6	2	12	.	28	-0.3	-5	1	-26
Cc1ccc(-c2csc3nc(C(C)C)oc(=O)c23)c(C)c1	-4	12	-1	-2	11	-1	-5	0.0	-2	13	24
CCOC(=O)Nc1ccc2c(c1)N(C(=O)CN(C)C)c1ccccc1CC2	5	4	-4	4	11	2	12	-1.3	-5	-5	4
Cn1c(CN2CCCCC2)nc2cc(NC(=O)c3ccc(F)cc3)ccc21	7	6	4	-3	-37	-2	-5	-0.9	-9	-27	-6
O=C(Nc1c[nH]c(=O)[nH]c1=O)c1ccc([N+](=O)[O-])cc1	-3	-4	-5	-1	11	3	-7	0.5	-2	9	-2
CCOC(=O)c1ccc(Nc2nc(C)cc(=O)[nH]2)cc1	9	-5	4	1	-45	3	-17	-0.6	-9	-11	-9
CCc1nn(-c2cc(Cl)ccc2OC)c2c1C(=O)CCC2	7	14	-1	0	13	1	6	1.5	-4	16	15
CCOC(=O)N1CCC(NC(=O)CCC(=O)c2ccccc2)CC1	12	13	0	-4	-2	-2	1	-2.2	-4	16	-19
CC(=O)Oc1c(-c2ccco2)oc2ccccc2c1=O	-1	-1	19	-6	3	-3	-21	-0.9	-6	-58	-37
CCN(C(=O)CSc1nnc2ccccn12)C1CCS(=O)(=O)C1 (stereo not drawn)	-3	-9	6	-2	14	2	-3	-0.1	-4	7	-5
O=C(O)C(Cc1ccccc1)N1C(=O)C=CC1=O (stereo not drawn)	-6	.	-1	7	0	.	-19	5.0	-4	12	-12
CCC(c1nnnn1-c1ccc2c(c1)OCCO2)N1CCN(c2cc(C)ccc2C)CC1 (stereo not drawn)	.	.	.	-6	17	.	.	1.1	-5	.	-14
CCc1c(C(=O)OCc2ccccc2)[nH]c(C)c1C	2	-52	-18	-1	-248	4	-58	1.4	7	-199	-83
Cc1cccn2c(=O)c3cc(C(=O)NC4CCCC4)c(=N)n(CC4CCCO4)c3nc12 (stereo not drawn)	6	-4	16	-1	12	-1	-20	0.6	6	-5	-6
CC(C)CC(=O)c1c[nH]c(C(=O)NCCCn2ccnc2)c1	14	9	5	-5	15	0	-11	0.3	-6	6	-8
CC(=O)N=C(N)Sc1nc2ccccc2[nH]1	-2	-52	-3	2	-266	0	-113	-2.5	-6	-236	-89
CCn1nc(NS(=O)(=O)c2ccc(NC(C)=O)cc2)c2cc3ccc(C)cc3nc21	-2	12	6	4	-7	-3	-6	-0.7	-3	-17	2
COc1ccc(Nc2c(-c3ccc(F)cc3)nc3nc(C)cc(C)n23)cc1	.	.	.	-2	-28	.	.	-0.1	-10	.	-31
COc1ccc(C2/C=C\CN(C(=O)c3ccc(C)cc3)CC(=O)N2Cc2ccc(F)cc2)cc1 (stereo not drawn)	5	3	-4	2	15	2	5	5.0	-5	1	2
Cc1ccc(NC(=O)CSCC(=O)N(C)CC(=O)Nc2cccc3ccccc23)cc1	0	-2	-4	4	-11	5	-24	0.6	-6	15	9
c1ccc(-c2nnc3ccc(N4CCC5(CC4)OCCO5)nn23)cc1	5	-12	3	6	21	7	12	2.7	-5	14	-12
Cn1ncc(S(=O)(=O)Cc2ccccc2)c(Cl)c1=O	-1	-3	1	9	11	-2	-6	4.1	-20	5	64
CCOc1ccccc1N(CC(=O)Nc1ccccc1C(=O)OC)S(C)(=O)=O	-8	-1	8	2	19	1	12	2.9	-6	8	-12
CO[C@H]1CC[C@@]2(C)[C@@H](CC[C@@H]3[C@@H]2CC[C@@]2(C)[C@H]3C[C@H](C(=O)N[C@@H](CCCN=C(N)N)C(=O)NCC(=O)N[C@@H](CC(=O)O)C(N)=O)O[C@]23CCCO3)C1	-6	1	12	0	6	.	-7	-1.1	.	-22	-15
COc1ccc(S(=O)(=O)N(C)CC(=O)Nc2ccccc2C(F)(F)F)cc1	9	3	13	-4	6	-2	11	-0.3	.	9	1
O=C(Oc1ccc(/C=N/Nc2nc(N3CCCCC3)nc(N3CCCCC3)n2)cc1)c1ccco1	1	2	-4	5	5	0	5	-0.2	-1	9	7
CCC(=O)Nc1ccc(C(=O)COC(=O)C(CCSC)NC(=O)COc2ccccc2)cc1 (stereo not drawn)	7	-3	0	4	15	-4	-1	0.8	-6	9	2
CC(C)OC(=O)N(C)C[C@@H]1OCc2ccccc2-c2c(n(C)c3ccccc23)C(=O)N([C@@H](C)CO)C[C@H]1C	4	.	-4	0	-12	.	-2	0.7	-3	-9	4
CC(=O)c1cccc(NC(=O)/C(=C\c2ccco2)NC(=O)c2ccco2)c1	0	0	8	-5	0	-3	3	-0.3	-7	-3	-7

Screening results from PubChem.
